# High-throughput results from PubChem.
# GlmU inhibition – inhibition of mycobacterial GlmU enzyme – biochemical, glucosamine-1-phosphate acetyltransferase (AID 1376) | M. tuberculosis GlmU acetyltransferase enzyme assay; higher % means a stronger effect | 0.25% of 220,000 active | one-dose inhibition, %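 (tested at 30 µM in the primary screen)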; IC50 in µM for titrated hits | Bifunctional protein GlmU (Mycobacterium tuberculosis (strain ATCC 25618 / H37Rv)); in the data active means inhibition above about 13%; inconclusive means no clear call, values can overlap the other calls;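 further: 0% = complete reaction with vehicle and 100% = reaction without substrate; strong numbers were not always called active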
# RmlCD inh 1536 – M. tuberculosis RmlC/RmlD coupled enzyme inhibitors, primary screen, biochemical, compound mixtures, 384-well, from 1536-well plates; inhibition, % at 3.6 µM; 0.03% of 160,000 active; dTDP-4-dehydrorhamnose reductase (Mycobacterium tuberculosis (strain ATCC 25618 / H37Rv)) …; RmlC+RmlD coupled enzyme assay, percent inhibition; primary screen in compound mixtures; AID 1533, 2009; in the data active means inhibition mostly above about 34%, no sharp cut-off; inconclusive means no clear call, values can overlap the other calls; inactive means mostly below about 22%; further: some results filed as inactive read as strong as hits
# Target sequence (P9WH09 whole entry, looked up): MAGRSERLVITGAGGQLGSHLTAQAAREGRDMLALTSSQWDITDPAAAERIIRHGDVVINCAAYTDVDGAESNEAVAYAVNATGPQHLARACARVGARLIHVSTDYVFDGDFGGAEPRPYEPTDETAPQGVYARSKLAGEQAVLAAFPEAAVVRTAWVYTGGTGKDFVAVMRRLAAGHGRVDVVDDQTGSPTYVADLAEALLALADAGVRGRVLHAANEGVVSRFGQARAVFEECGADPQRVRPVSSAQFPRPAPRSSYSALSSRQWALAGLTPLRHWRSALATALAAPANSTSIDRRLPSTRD
# Target sequence (P9WH11 whole entry, looked up): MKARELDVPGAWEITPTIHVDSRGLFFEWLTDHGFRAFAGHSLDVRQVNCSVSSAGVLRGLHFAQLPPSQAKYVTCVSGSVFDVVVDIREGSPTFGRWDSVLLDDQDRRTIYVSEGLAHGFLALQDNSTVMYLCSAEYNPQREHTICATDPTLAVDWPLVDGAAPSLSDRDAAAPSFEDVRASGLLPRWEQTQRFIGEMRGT
# * marks the source's active call; other numbers are inactive results; ? = inconclusive; / = no result given.
SMILES,GlmU inhibition,RmlCD inh 1536
Cc1ccc(C(=O)N(NC2=NS(=O)(=O)c3ccccc32)S(=O)(=O)c2ccc(C)cc2)cc1,-4.2%,/
O=C(NCc1cccnc1)c1noc2c1CCCCC2,0.9%,14
Cc1ccc(C(O)c2nc3ccccc3n2C(C)C)cc1 (centres undefined),/,1
CCN(C(=O)CSc1nc2nc(C)cc(C)n2n1)C1CCS(=O)(=O)C1 (centres undefined),-3.8%,7
COc1ccc(OCC(O)CN(CCO)CC(O)Cn2ccc3ccccc32)cc1 (centres undefined),7.5%,2
Cc1ccccc1C(=O)NC(=S)Nc1sc2c(c1C#N)CCCC2,0.6%,7
COc1ccc(OC)c(CN(CCN2CCOCC2)S(=O)(=O)c2ccc(NC(C)=O)cc2)c1,7.1%,-10
COc1ccc(NC(=O)Nc2ccc(C)cc2Br)c(OC)c1,-0.1%,12
O=C(CSc1nnc(-c2ccccc2)n1CC1CCCO1)N1CCCC1 (centres undefined),2.2%,6
C=CCn1c(N)cc(=O)nc1SCC(=O)Nc1ccccc1,2.7%,5
CS(=O)(=O)N(CCc1ccccc1)CC(=O)N1CCN(Cc2ccc3c(c2)OCO3)CC1,1.5%,0
COCC1CCN(Cc2nc(Cc3ccccc3Cl)no2)CC1,3.0%,-4

# Looked up one by one from above (two):
SMILES,GlmU inhibition,RmlCD inh 1536
COc1ccc(OCC(O)CN(CCO)CC(O)Cn2ccc3ccccc32)cc1 (centres undefined),7.5%,2
COCC1CCN(Cc2nc(Cc3ccccc3Cl)no2)CC1,3.0%,-4

# Continuation.
SMILES,GlmU inhibition,RmlCD inh 1536
OCCNc1nc(Nc2ccccc2O)nc(N2CCCC2)n1,1.2%,/
COC(=O)/C=C/c1sc2nc(C)cc(C)c2c1N=CN(C)C,-2.5%,/
Cc1ccc(S(=O)(=O)NCCCCCC(=O)NC(C)(C)CO)cc1,-2.5%,0
Cc1c(Cl)cccc1NC(=O)N1CCCC1,6.3%,5
Cc1ccc2c(c1)C(O)(C1COC(C)(C)CC1=O)C(=O)N2C (centres undefined),2.9%,-3
Cc1[nH]n(-c2ccccc2)c(=O)c1C(=O)c1ccc(Cl)cc1,12%,9
COc1ccc(CNC(=O)c2ccc(=O)oc2)cc1OC,0.7%,10
COc1cc2ncnc(NCc3ccccc3C)c2cc1OC,4.6%,12
O=C(c1cc2c(s1)CCCC2)N1CCN(S(=O)(=O)c2ccccc2C(F)(F)F)CC1,-1.3%,7
C=CCNc1scc(-c2ccccc2)[n+]1CC=C,2.0%,/
O=C(CC12CC3CC(CC(C3)C1)C2)NCC(=O)N1CCc2ccccc2C1,-0.2%,11
Cc1nn(-c2ccc(F)cc2)c2sc(C(=O)N3CCCCCC3)cc12,-4.7%,/
N=c1sccn1CC(=O)Nc1cccc(S(N)(=O)=O)c1,-1.1%,-14
C#CCOC(=O)C[N+](C)(C)CC=C,0.4%,-9
CCCn1c(SCC(=O)Nc2nc3c(s2)CCCC3)nc2c1c(=O)n(C)c(=O)n2C,0.4%,/
O=C(COc1ccc2ccccc2c1)N1CCN(C2CCN(Cc3ccccc3)CC2)CC1,2.1%,/
Cc1ccc(Nc2nc3c(c(=O)[nH]2)CCCC3)cc1,4.1%,/
O=C(c1ccc(Cl)cc1)c1ccccc1C(=O)N1CCOCC1,6.6%,/
CCOC(=O)C1=C(C)N(c2ccccc2)C(=O)/C1=C\c1ccc(O)c(OC)c1,-0.6%,-3
CCc1ccc(OCC(=O)O/N=C(\N)c2cccnc2)cc1,5.1%,8
CN1OCC2Cn3c(nc4ccccc43)C21 (centres undefined),-5.2%,3
O=C(OCCC1Oc2cccnc2NC1=O)c1ccc(Cl)cc1 (centres undefined),0.1%,-9
Cc1ccc(C)c(C(=O)CN2C(=O)c3ccccc3S2(=O)=O)c1,2.7%,-3
O=C(c1ccccc1Cl)N(Cc1ccccc1F)N1C(=O)CCCC1=O,-3.2%,14
Cc1ccc(-c2nc3ccc(Cl)cc3n2OC(C)C(=O)O)cc1 (centres undefined),-1.9%,10
CCOC(=O)Cc1cc(=O)n2[nH]c(C)cc2n1,3.7%,/
O=c1c2ccccc2c2ccccc2c(=O)n1Cc1cccnc1,-2.1%,8
Oc1ccc(/C=N/Nc2nccnc2Cl)cc1,-1.3%,-6
CC1CC(OC(=O)c2ccccc2)CC(C)N1C (centres undefined),-0.9%,4
CCOc1ccc(S(=O)(=O)NNC(=O)c2cc3ccccc3o2)cc1,7.4%,-8
Cc1cc2ncn(S(=O)(=O)N(C)C)c2cc1C,4.0%,-8
CC(C)C(=O)N1CCC(CN=CC2=C(O)CC(C)(C)CC2=O)CC1,1.8%,/
CCc1ccc(-c2csc3ncn(Cc4ccc(C(=O)O)cc4)c(=O)c23)cc1,3.0%,-2
CCOc1ccc(NC(=O)CC2C(=O)N(CC)C(=S)N2CCNC(C)=O)cc1 (centres undefined),1.4%,-2
CC1C(=O)OC(c2ccc(Br)cc2)C(C)(C)C1=O (centres undefined),-4.8%,/
COc1ccc(N2C(=O)C3ON(C4SC(=S)N(C)C4(C)C)C(c4ccc([N+](=O)[O-])cc4)C3C2=O)cc1 (centres undefined),0.4%,8
Cc1ccc2c(c1)N/C(=C(\C=C(/Cl)[N+](=O)[O-])[N+](=O)[O-])N2,-7.9%,12
COc1cc2c(cc1NC(=O)COC(=O)/C=C/c1ccccc1)oc1ccccc12,1.2%,-5
Cc1cc(/C=C(/C#N)c2cccc(F)c2)c(C)n1-c1cccnc1,-2.2%,/
CC(=O)O[C@@H]1[C@H]2[C@@H](C[C@@H](C)[C@@H]3C=CC(=O)[C@@]13C)OC(=O)[C@@H]2C,0.8%,/
CCn1nc(NC(=O)c2ccncc2)c2cc3cccc(C)c3nc21,-1.3%,/
CN(C)S(=O)(=O)c1cccc(NC(=S)NCc2ccco2)c1,-4.0%,0
O=C(CSc1n[nH]c(-c2ccncc2)n1)Nc1ccccn1,1.2%,5
Cc1ccc(S(=O)(=O)N2CCCN(S(=O)(=O)c3ccc4ccccc4c3)CC2)cc1,-5.5%,/
Cc1c(Cc2ccccc2)c(=O)oc2cc(O)cc(O)c12,4.1%,-10
CC(=O)c1ccc(NC(=O)N2CCN(c3ccc(C)cc3)C(C)C2)cc1 (centres undefined),0.2%,/
Cn1c(=O)[nH]c(=O)c2c1nc(N1CCCCCC1)n2Cc1cccc2ccccc12,1.8%,-15
Cc1ccc(C(=O)Nc2ccc(O)cc2C(=O)O)cc1C,1.8%,/

# Looked up above.
# For GlmU inhibition, CC(=O)c1ccc(NC(=O)N2CCN(c3ccc(C)cc3)C(C)C2)cc1 (centres undefined) has 0.2%
# For GlmU inhibition, CN(C)S(=O)(=O)c1cccc(NC(=S)NCc2ccco2)c1 has -4.0%
# For GlmU inhibition, CCn1nc(NC(=O)c2ccncc2)c2cc3cccc(C)c3nc21 has -1.3%
# For GlmU inhibition, CC(=O)O[C@@H]1[C@H]2[C@@H](C[C@@H](C)[C@@H]3C=CC(=O)[C@@]13C)OC(=O)[C@@H]2C has 0.8%
# For GlmU inhibition, Cc1ccc(C(=O)Nc2ccc(O)cc2C(=O)O)cc1C has 1.8%

# Single records (already shown). Values in the order: GlmU inhibition	RmlCD inh 1536
# Cc1cc2ncn(S(=O)(=O)N(C)C)c2cc1C as listed: 4.0%	-8
# O=C(c1ccc(Cl)cc1)c1ccccc1C(=O)N1CCOCC1 as listed: 6.6%	/
# Cc1ccc(S(=O)(=O)NCCCCCC(=O)NC(C)(C)CO)cc1 as listed: -2.5%	0
# COc1cc2ncnc(NCc3ccccc3C)c2cc1OC as listed: 4.6%	12
# O=C(NCc1cccnc1)c1noc2c1CCCCC2 as listed: 0.9%	14

# The results go on.
SMILES,GlmU inhibition,RmlCD inh 1536
Cc1cc(-c2ccco2)n(CC(=O)O)n1,5.5%,0
Cn1c(CN2CCOCC2)nc2cc(NC(=O)c3ccc(F)cc3)ccc21,-1.6%,/
C#CCOCCOCCOCCNc1nc(N2CCN(C(=O)C([C@@H](C)CC)n3cc(C(N)COC(=O)C(F)(F)F)nn3)CC2)nc(N2CCN(C(=O)[C@H](CCCCN)n3cc(C(N)[C@H](C)CC)nn3)CC2)n1 (some centres undefined),-13%,/
Cc1nc2ccccn2c1/C(O)=C1\C(=O)C(=O)N(CCN(C)C)C1c1cccnc1 (centres undefined),0.7%,-4
CCN1C(=O)c2cccc3c(NC(=O)c4ccc(S(=O)(=O)N(C)C)cc4)ccc1c23,-2.2%,-10
Cc1ccc(NC(=O)c2cc(S(=O)(=O)N3CCCCC3)ccc2N2CCOCC2)cc1F,4.4%,-5
Cc1csc(NC(=O)c2cc3c(C)nn(Cc4ccccc4Cl)c3s2)n1,0.3%,7
Clc1ccc(-c2nnsc2SCc2ccccc2)cc1,2.6%,3
CCOC(=O)c1[nH]c(C)c(C(=O)NCc2ccc(Cl)cc2)c1C,3.3%,15
Nc1c(C(O)(C(F)(F)F)C(F)(F)F)cc(C(O)(C(F)(F)F)C(F)(F)F)c2ccccc12,-6.2%,/
COc1cc(S(=O)(=O)N2CCOCC2)ccc1N,-2.8%,-11
O=Cc1cn(-c2ccccc2)nc1-c1cc2c(ccc3ccccc32)oc1=O,/,-2
O=C(COc1ccccc1)Nc1ccc(S(=O)(=O)N2CCOCC2)cc1,-4.5%,4
O=C(Cc1ccc(F)cc1)N(c1ccccc1)C1C=CS(=O)(=O)C1 (centres undefined),4.2%,-3
O=C1CC(c2ccco2)Cc2nc(N3CCN(Cc4ccc5c(c4)OCO5)CC3)ncc21 (centres undefined),3.3%,5
O=C(Cn1ncc2c1-c1ccccc1OC2)Nc1ccc(S(=O)(=O)N2CCCCC2)cc1,0.6%,-6
O=C(Cn1cnc2c(cnn2-c2ccc(F)cc2)c1=O)NCCc1ccccc1,7.7%,8
CCC(C)n1c(-c2cccs2)nc2nc3ccccc3nc21 (centres undefined),0.4%,-6
COc1ccc(NC(=O)c2ccc(NC3CC(=O)N(c4ccc(C)cc4C)C3=O)cc2)cc1 (centres undefined),4.8%,-11
C=CCOn1c(C)c(C(C)=O)c2c3nonc3ccc21,-0.9%,/
CCS(=O)(=O)C(=C1NCCO1)S(=O)(=O)CC,4.0%,19
CC(C(=O)NC(=O)NCc1ccccc1)N1C(=O)c2ccccc2C1=O (centres undefined),7.4%,4
CC#CCN1c2ccccc2[C@]23C[C@@H](C(=O)OC)N(C(=O)c4ccco4)C2=NC(C(=O)OC)=C(C(=O)OC)[C@H]13,-3.3%,/
Cn1cc(Br)c(C(=O)N2CCN(c3cccc(Cl)c3)CC2)n1,1.4%,/
CCS(=O)(=O)c1nc2ccccc2n1CC(=O)N1CCOCC1,1.7%,6
COC(=O)c1cc(=O)n(CCc2ccccc2F)c(=Nc2ccc(F)c(Cl)c2)s1,5.3%,-1
Cc1ccc(-c2cccc(C(=O)NCc3ccccc3)n2)c2ccccc12,-3.4%,/
O=C(CSc1nc(-c2ccco2)cc(C(F)(F)F)n1)Nc1ccc(C(=O)N2CCOCC2)cc1,0.5%,/
CSc1nsc(SCc2ccc(Cl)cc2)n1,3.5%,/
O=C(CCC(=O)c1ccc(Cl)cc1)OCC(=O)c1ccccc1,1.8%,/
CC(=O)c1cc(NC(=O)c2ccccc2)c(=O)oc1C,4.6%,-9
CC(C)(CO)NC(=O)Nc1ccc(Cl)c(Cl)c1,2.8%,?
O=C(COC(=O)c1ccccc1SCC(=O)NC1CCS(=O)(=O)C1)NC1CCS(=O)(=O)C1 (centres undefined),0.9%,-8
CNC(=O)Oc1ccc2c(c1)[C@]1(C)CCN(C)[C@@H]1N2C,1.9%,/
CCOc1ccc2[nH]cc(C(=O)N3CCN(CC)CC3)c(=O)c2c1,-1.8%,/
COc1ccc(-c2noc(CSc3nnc(-c4ccccc4)n3C)n2)cc1,0.9%,2
COc1ccccc1NC(=O)c1ccc(NS(C)(=O)=O)cc1,0.7%,4
Cc1cc(C)c(C#N)c(Nc2ccccc2)n1,1.3%,/
O=C(NC1(C(F)(F)F)NC(=O)N(Cc2cccnc2)C1=O)c1ccncc1 (centres undefined),-0.3%,7
O=C1c2ccccc2C(=O)N1Cc1nc2ccccc2o1,1.9%,-11
CC1(C)Cc2nc3nc(SCC(=O)Nc4ccccc4)nc(N)c3cc2CO1,1.8%,/
CC1=C(C#N)C(/C=N/OCc2ccc(F)cc2Cl)CC(=O)N1 (centres undefined),-5.7%,5
COc1ccc(N2CCN(C(=S)Nc3cccc(C)c3C)CC2)cc1,-0.4%,/
COC(=O)[C@H]1C[C@H]1[C@@H](NC(=O)c1cccnc1)c1ccccc1,0.5%,/
CC(C)NC(=S)Nc1c(N)[nH]c(=O)[nH]c1=O,0.3%,-4
CCOCCCNC(=O)c1cc(Sc2nnc(C)s2)nc2ccccc12,-8.1%,/
CS(=O)(=O)c1ccc(CNC(=O)[C@]2(C(F)(F)F)C[C@H](CCc3ccccc3)CCCO2)cc1,-0.7%,/
COc1ccc(N2CCN(c3oc(Cc4cccc5ccccc45)nc3C#N)CC2)cc1,3.8%,/
COc1cccc(CN(c2ccc3c(c2)CCC3)S(=O)(=O)c2ccc(-n3cnnn3)c(OC)c2)c1,1.1%,/
O=C(Nc1ccc(C2=NCCN2)cc1)c1ccc(C(=O)Nc2ccc(C3=NCCN3)cc2)c([N+](=O)[O-])c1,/,8
O=C(CNC(=S)NC(=O)c1cccc([N+](=O)[O-])c1)c1ccccc1,1.7%,-7
CCSc1nc(O)c(C2OC(=O)c3c2ccc(OC)c3OC)c(=O)n1-c1ccccc1 (centres undefined),1.7%,4
O=C(CSc1ccc(-c2ccncc2)nn1)N1CCCCC1,1.2%,22
Cn1c(=O)c(C(=O)CCl)c(N)n(CC2CC2)c1=O,1.0%,/

# An excerpt; rates above refer to the full screens.
